# High-throughput results from PubChem.
# ELG1 repair inh – ELG1-dependent DNA repair inhibition. HEK293T ELG1-luciferase reporter, luminescence, 16 h; DNA damage induced by 5-fluorouridine. Potency, µM (titrated, usually from 46.1 µM), without a hit: top-dose activity change, negative = inhibition, actives largely listed as inhibitors. actives 2.3% (n = 330,000); further: potency means the concentration at half of the fitted maximal effect; on the % scale 0 is the no-effect control and ±100 the full control effect; nearly all actives have a fitted effect of over 55% in size
#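 Reporter activity after DNA damage by 5-fluorouridine is monitored. Compound-treated cells incubate 16 hr at 37 °C, then ONE-Glo is added for 30 min before luminescence reading.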
# FLuc counter – counter-screen for miR-21 project: firefly luciferase inhibitors or activators | P08659 | purified FLuc, Km substrates, luminescence inhibition | Potency, µM (highest dose often 57.5 µM), for the others: at the top dose activity change, negative = inhibition, most hits filed as inhibitors | actives 6.9% (n = 360,000) | AID 588342;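 further: potency means the concentration at half of the fitted maximal effect; plate controls were vehicle for no effect and reference inhibitor for full effect; nearly all actives have a fitted effect of over 55% in size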
#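 Biochemical qHTS of compounds, final roughly 60 µM downward over six points, against 10 nM purified firefly luciferase using Km concentrations of substrates (10 uM D-luciferin, 10 uM ATP) in Tris acetate pH 7.5 buffer; luminescence output.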
# RORgamma inh – blocks mouse ROR gamma transcriptional activity; P51450; Drosophila S2 Gal4-RORgamma UAS-luciferase reporter, 20 h; Potency, µM (titrated, usually from 53.6 µM), inactives show top-dose activity change, negative = inhibition, most hits filed as inhibitors; actives 5.4% (n = 310,000); AID 2551; further: potency means the concentration at half of the fitted maximal effect; on the % scale 0 is the no-effect control and ±100 the full control effect; nearly all actives have a fitted effect of over 60% in size
#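 Using a luciferase readout, inhibitors were identified by reduced reporter activity in Drosophila cells coexpressing a copper-inducible Gal4–ROR gamma fusion and UAS-driven Photinus luciferase, incubated 20 hr after 700 uM copper sulfate.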
# VP16 counter – counter-screen for ROR gamma inhibitors: Gal4-VP16 reporter | Drosophila S2 Gal4-VP16 UAS-luciferase, luminescence, 20 h | Potency, µM (titrated, usually from 53.6 µM), without a hit: at the top dose activity, negative = inhibition, actives largely listed as inhibitors | actives 3.5% (n = 310,000);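 further: Gal4-VP16 expression switched on by copper sulfate through the metallothionein promoter; potency means the concentration at half of the fitted maximal effect; on the % scale 0 is the no-effect control and ±100 the full control effect; nearly all actives have a fitted effect of over 50% in size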
# Mito fusion act – blocks mitochondrial division or promotes mitochondrial fusion | S. cerevisiae fusion-defective mutant growth rescue, CellTiterGlo 48 h | Potency, µM (titrated, usually from 46.1 µM), without a hit: top-dose growth rescue (activation), hits mostly activators | actives 0.23% (n = 320,000);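 further: potency means the concentration at half of the fitted maximal effect; % of control where 0% means no effect; nearly all actives have a fitted effect of over 45% in size; temperature-sensitive fusion mutants such as fzo1-1 at 37 °C on non-fermentable ethanol glycerol medium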
#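 Yeast fusion mutant, YPEG (non-fermentable carbon), compound, 48 h at 37C non-permissive; CellTiterGlo added, 10 min RT, luminescence read. Rescued growth = division inhibition.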
# NPC1 promoter act – activators of NPC1 promoter; Huh7 NPC1 promoter luciferase reporter, 24 h; actives 2.4% (n = 320,000); AID 485313; Potency, µM (series often up to 9.22 µM), for inactives: top-dose activation, hits mostly activators;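 further: potency means the concentration at half of the fitted maximal effect; % of control where 0% means no effect; nearly all actives have a fitted effect of over 60% in size; reporter is driven by a mutant NPC1 promoter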
#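 Quantitative HTS used a cell-based reporter: Huh7 cells stably bearing the NPC1 promoter upstream of luciferase were treated with compounds for 24 h, and promoter activation was read as luminescence.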
# KCNH2 3.1 inh – blocks the human KCNH2 3.1 channel isoform | U2OS KCNH2 3.1, thallium flux FluxOr; hits give low values | activity change, % (tested at about 1.8 µM) | actives 0.95% (n = 340,000) | AID 720553;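 active means maximum activity change below -70%; inconclusive means maximum activity change from -70% to -50%; inactive means maximum activity change above -50%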;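 further: thallium influx rate constant from kinetic fluorescence after stimulation buffer; on the % scale 0 is the no-effect control and ±100 the full control effect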
#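 We transduce U2OS cells with the mutant 3.1 virus, culture them overnight, load FluxOr with Red40 quencher for 45 min, then add stimulation buffer and read kinetically for 2 min to derive a normalized rate constant.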
# PKM2 activator – increases activity of human pyruvate kinase M2; purified PKM2, Kinase-Glo ATP luminescence, activation; response scale: 0% is enzyme alone, no compound; P14618; Potency, µM (highest dose often 57.5 µM), for the others: at the highest dose activation, actives largely listed as activators; actives 0.34% (n = 260,000); further: potency means the concentration at half of the fitted maximal effect; on the % scale 0 is the no-effect control and ±100 the full control effect; nearly all actives have a fitted effect of over 55% in size
# Target sequence (P14618 whole entry, looked up): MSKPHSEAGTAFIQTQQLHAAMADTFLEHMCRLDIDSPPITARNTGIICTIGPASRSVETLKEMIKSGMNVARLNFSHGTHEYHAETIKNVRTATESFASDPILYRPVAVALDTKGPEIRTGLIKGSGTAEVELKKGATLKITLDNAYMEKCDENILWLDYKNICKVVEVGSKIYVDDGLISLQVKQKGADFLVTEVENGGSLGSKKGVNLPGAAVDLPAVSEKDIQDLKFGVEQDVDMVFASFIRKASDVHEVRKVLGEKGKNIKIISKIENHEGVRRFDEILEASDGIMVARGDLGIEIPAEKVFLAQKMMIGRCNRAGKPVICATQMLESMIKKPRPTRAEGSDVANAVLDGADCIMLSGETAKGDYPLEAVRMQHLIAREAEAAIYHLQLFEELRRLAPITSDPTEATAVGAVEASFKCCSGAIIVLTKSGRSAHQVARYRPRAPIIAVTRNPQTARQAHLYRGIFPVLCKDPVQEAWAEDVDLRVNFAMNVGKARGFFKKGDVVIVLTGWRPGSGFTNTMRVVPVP
#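 Purified hPK-M2 (>95% pure) converted ADP (0.1 mM final) to ATP with 0.5 mM PEP in 50 mM imidazole pH7.2, KCl, MgCl2, Tween 20, BSA; 1 h at room temperature. ATP detected by Kinase-Glo luminescence.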
# Menin-MLL TR inh – displaces Texas Red mutant MLL peptide from human menin; O00255; Menin + Texas Red MLL mutant peptide, fluorescence polarization; Potency, µM (series often up to 61.6 µM), for the others: at the top dose FP activity change, negative = inhibition, hits mostly inhibitors; actives 0.23% (n = 270,000); active means well fitted inhibition curve with a large enough effect in the polarisation, with a control signal flat, not every such curve was filed as active; inconclusive means small, poorly fitted or top-dose-only effect, or effect the other way, or a change in a side signal; inactive means no such curve, though single readings can be large or run the other way; the % refers to the polarisation; further: potency means the concentration at half of the fitted maximal effect; % of control where 0% means no effect; many of its hits are not listed in these tables
# Rab9 promoter act – activates the Rab9 promoter | Potency, µM (doses to about 9.22 µM), inactives show at the top dose activation, negative = inhibition, hits mostly activators | AID 485297 | actives 2.8% (n = 320,000) | Huh7 Rab9 promoter-luciferase reporter, luminescence, 24 h; further: potency means the concentration at half of the fitted maximal effect; % of control where 0% means no effect; nearly all actives have a fitted effect of over 60% in size
#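 Stable Rab9-luc Huh7, 1500 cells/well, 2 h settle; cmpd in DMSO, 24 h, 37 °C/5% CO2; luciferase reagent 10 min RT; luminescence.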
# MBNL1-CUG inh – blocks human MBNL1 binding to CUG repeat RNA; Q9NR56; TR-FRET MBNL1-His/biotin-(CUG)12 binding, 665/545 ratio; Potency, µM (titrated, usually from 57.5 µM), for inactives: at the highest dose activity change, negative = inhibition, usual class: inhibitors; actives 0.036% (n = 280,000); active means well fitted inhibition curve with a large enough effect in the signal ratio, with a control signal flat, not every such curve was filed as active; inconclusive means small, poorly fitted or top-dose-only effect, or effect the other way, or a change in a side signal; inactive means no such curve, though single readings can be large or run the other way; the % refers to the signal ratio; further: potency means the concentration at half of the fitted maximal effect; on the % scale 0 is the no-effect control and ±100 the full control effect
# Target sequence (Q9NR56 whole entry, looked up): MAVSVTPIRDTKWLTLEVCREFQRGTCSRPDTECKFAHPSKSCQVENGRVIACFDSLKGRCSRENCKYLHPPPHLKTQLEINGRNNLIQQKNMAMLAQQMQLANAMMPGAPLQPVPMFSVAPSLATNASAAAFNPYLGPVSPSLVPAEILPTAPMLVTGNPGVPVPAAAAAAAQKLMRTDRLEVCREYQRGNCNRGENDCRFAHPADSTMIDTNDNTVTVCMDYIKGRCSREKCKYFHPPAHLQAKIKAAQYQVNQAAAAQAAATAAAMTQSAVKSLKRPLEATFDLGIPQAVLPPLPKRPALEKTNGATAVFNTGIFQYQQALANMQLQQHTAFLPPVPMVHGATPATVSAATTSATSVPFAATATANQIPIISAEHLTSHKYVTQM
#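 TR-FRET readout: Ex 340 nm, 665/545 nm emission ratio, normalized to buffer-only (basal) and MBNL1-(CUG)12 controls. Complex of MBNL1-His with Biotin-(CUG)12, compounds 92 nM–58 uM, incubated 60 min at room temperature.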
# Starred values were filed as active, the others as inactive; ? = inconclusive; · = not tested or not shown; & = joins results of further samples; [ ] = another dose, or the depositor's remark. Unless noted, the call rests on the fitted dose curve; in most records, active means well fitted curve in the direction sought with a large enough effect; inconclusive means small, poorly fitted or top-dose-only effect, or another doubt; inactive means no such curve, though single readings can be large; an effect the other way counts as inactive or inconclusive. Not all compounds are listed; rates above refer to the full screens.
# Fields – ELG1 repair inh, FLuc counter, RORgamma inh, VP16 counter, Mito fusion act, NPC1 promoter act, KCNH2 3.1 inh, PKM2 activator, Menin-MLL TR inh, Rab9 promoter act, MBNL1-CUG inh
1) CC(C)COP(=O)(c1ccc(N(C)C)cc1)C(O)c1ccc(Br)cc1 (stereo not given)
    -27%, -2%, 15%, 7%, 17%, -1%, 6, ·, ?, -2%, -9%
2) Cc1cccc(OCC(=O)N2CCN(Cc3ccc([N+](=O)[O-])cc3)CC2)c1
    6%, ?, 14%, 22%, 0%, -8%, -2, 6%, 19%, 10%, -9%
3) COC(=O)C1=C(c2ccc(F)cc2F)C[C@@H]2CC[C@H]1N2C(=O)NCCOc1ccccc1Cl
    -4%, -3%, ·, ·, 8%, 0%, 8, ·, ·, -1%, ·
4) CCOC(=O)CC1=C(C(=O)OCC)C2(C(=O)N1)C(C(=O)OC)=C(N)Oc1ccccc12 (stereo not given)
    11%, 3%, 9%, -5%, 3%, 2%, 7, 0%, 2%, 3%, -1%
5) c1ccc2c(c1)ccc1ncccc12
    6%, ?, -11%&-23%, -4%&3%, 0%, 1%, 8, -1%, -5%, -3%, -6%
6) CN(c1ccccc1)S(=O)(=O)c1cccc(C(=O)N2CCN(c3ccccn3)CC2)c1
    ?, 11%, 16%, -11%, 0%, -5%, 12, -1%, 0%, 2%, 2%
7) O=P1(NCCCn2cc[n+](Cc3nc4ccccc4[nH]3)c2)C=C(c2ccccc2)OC(c2ccccc2)=C1
    17%, -2%, 19%, -1%, -5%, 11%, -43, 0%, ·, -2%, 1%
8) Cc1cc(O)c2c3c(c(=O)oc2c1)CCC(C)C3 (stereo not given)
    ?, 0%, ?, 20µM*, -3%, -4%, 8, -1%[11.5 µM], 17%, -6%, 9%
9) CN1C(=O)N(C)C(=O)C2(Cc3cc([N+](=O)[O-])ccc3N(C)C2c2ccccc2)C1=O (stereo not given)
    -1%, 2%, -9%, 0%, 9%, -3%, 2, -5%, 0%, -6%, 7%
10) CN(C)CCCN=Cc1c(O)n(CCc2ccc(F)cc2)c(=O)[nH]c1=O
    24%, 3%, -16%, -1%, 1%, 0%, 8, -1%, -7%, 5%, -1%
11) O=C(c1ccc(-c2ccccc2)cc1)C1CCCN(Cc2ccn[nH]2)C1 (stereo not given)
    -8%, -10%, -9%, -9%, 1%, -4%, 2, -4%, 5%, -8%, -13%
12) CCCn1nnc(NC(=O)COc2ccc(CC)cc2)n1
    -1%, 0%, 2%, 7%, -4%, -3%, 4, 11%, 8%, -7%, ?
13) O=S(=O)(c1ccccc1)N1CCN2CCCC2C1 (stereo not given)
    -1%, -1%, -26%, -1%, -1%, 1%, 2, 2%, 6%, -2%, 0%
14) Cc1ccc(N2C(=O)NC(=O)/C(=C\C=C\c3ccco3)C2=O)cc1C
    ?, ?, 13µM*, 7.1µM*, -1%, -9%, -3, ?, 29%, -1%, ?
15) CCC(c1ccc(C)cc1)N1C(=O)C2C3CCC(O3)C2C1=O (stereo not given)
    18%, -2%, ·, ·, -8%, 13%, 25, ·, ·, 0%, ·
16) C=CCN1C(=O)/C(=C/c2cc(C)n(-c3ccccn3)c2C)C(=O)NC1=S
    25%, -27%, 3%, -12%, -1%, 1%, -7, 17%, 2%, -5%, -1%
17) CCC(C)N1C(=O)/C(=C\c2ccc(N3CCCCCC3)cc2)C(=O)NC1=S (stereo not given)
    ?, ?, 1%[10 µM], 4%, 0%, 0%, 17, -5%, ?, -7%, ·
18) CCN1CCN(C(=O)COc2ccc3c(c2)C(=O)CC2(CCN(C(C)=O)CC2)O3)CC1
    ?, -2%, 10%, 5%, -1%, 4%, -5, -19%, -1%, -1%, 2%
19) COc1ccc(-n2c(/C=C/c3cccc(F)c3)nc3ccccc3c2=O)c(OC)c1
    ?, -1%, 0%, 1%, 12%, 1%, -7, ·, 14%, -5%, -10%
20) CC(C)CN1CCN(Cc2ccc(F)cc2Cl)CC1CCO (stereo not given)
    1%, 2%, 2%, -2%, -1%, -7%, 1, 0%, ·, 0%, 0%
21) CC(C)c1ccc(NC(=O)CSc2nnc(OC(=O)N(C)C)n2C2CC2)cc1
    0%, 1%, ?, 1%, -4%, -1%, -19, 1%, ·, -11%, -3%
22) CCC(=NCc1ccc2c(c1)OCO2)c1c(O)n(C)c(=O)n(C)c1=O
    15µM*, -2%, 39%, ?, 7%, 1%, 1, -1%, 1%, -11%, 7%
23) CC(Cc1ccccc1)NC(N)=O (stereo not given)
    -3%, 4%, -4%, 2%, -9%, -1%, 17, 13%, 19%, 0%, 1%
24) CCOP(=O)(OCC)c1cc(C)c(O)c(C(C)(C)C)c1
    -3%, -2%, 18%, -6%, 2%, -3%, 20, 0%, ·, -1%, -4%
25) Cc1cc(C)c(NC2=NCCCS2)c(C)c1
    -13%, 2%, 16%, -8%, -1%, -11%, 8, 4%, -5%, 2%, -15%
26) CN(C)C(=O)Oc1ccc(-c2cn3cc(Cl)ccc3n2)cc1
    ?, 0.95µM*, ?, ?, -3%, 0.71µM*, -18, -46%, 11%, 0.4µM*, 3%
27) O=[N+]([O-])c1ccc(NCCCN2CCOCC2)c2ncccc12
    11%, -1%, -2%, 0%, -5%, -3%, -3, -5%, 2%, -8%, ?
28) N#Cc1ccc(Cn2cc(C=O)c3ccccc32)cc1
    -18%, 3%, 16%, -4%, -3%, 1%, 2, 0%, -16%, -4%, -2%
29) CC1SC2(CN3CCC2CC3)NC1=O (stereo not given)
    -2%, 3%, -16%, -2%, 0%, -4%, 3, 3%, 8%, -1%, -3%
30) C=CCn1c(O)c(Cc2ccc(OCC)cc2)c(=O)[nH]c1=O
    -3%, -3%, -14%, 1%, 2%, -1%, 9, ·, -9%, 21%, -6%
31) CCCCCCOC(=O)c1ccccc1N
    ?, 17µM*, ?, 17%, 0%, 1%, 12, -1%, 21%, -4%, -1%
32) CCOC(=O)c1c(C)c(C(=O)N2CCC3(CC2)OCCO3)c(C)n1CC
    6%, 4%, -10%, -1%, 4%, -3%, -1, -11%, -9%, -8%, 2%
